# KDM5B inh: inhibitors of human KDM5B histone demethylase | hit rate 2.6% among 220,000 | Potency, µM (series often up to 57.7 µM), for inactives: at the highest dose activity change, negative = inhibition, actives largely listed as inhibitors | Q9UGL1 | KDM5B demethylase, FDH-coupled NADH fluorescence (FDH is formaldehyde dehydrogenase); active means well fitted inhibition curve with a large enough effect; inconclusive means small, poorly fitted or top-dose-only effect; inactive means no such curve, though single readings can be large or run the other way; further: 0% is about no effect; nearly all actives have a fitted effect of over 70% in size
# Target sequence (Q9UGL1 whole entry, looked up): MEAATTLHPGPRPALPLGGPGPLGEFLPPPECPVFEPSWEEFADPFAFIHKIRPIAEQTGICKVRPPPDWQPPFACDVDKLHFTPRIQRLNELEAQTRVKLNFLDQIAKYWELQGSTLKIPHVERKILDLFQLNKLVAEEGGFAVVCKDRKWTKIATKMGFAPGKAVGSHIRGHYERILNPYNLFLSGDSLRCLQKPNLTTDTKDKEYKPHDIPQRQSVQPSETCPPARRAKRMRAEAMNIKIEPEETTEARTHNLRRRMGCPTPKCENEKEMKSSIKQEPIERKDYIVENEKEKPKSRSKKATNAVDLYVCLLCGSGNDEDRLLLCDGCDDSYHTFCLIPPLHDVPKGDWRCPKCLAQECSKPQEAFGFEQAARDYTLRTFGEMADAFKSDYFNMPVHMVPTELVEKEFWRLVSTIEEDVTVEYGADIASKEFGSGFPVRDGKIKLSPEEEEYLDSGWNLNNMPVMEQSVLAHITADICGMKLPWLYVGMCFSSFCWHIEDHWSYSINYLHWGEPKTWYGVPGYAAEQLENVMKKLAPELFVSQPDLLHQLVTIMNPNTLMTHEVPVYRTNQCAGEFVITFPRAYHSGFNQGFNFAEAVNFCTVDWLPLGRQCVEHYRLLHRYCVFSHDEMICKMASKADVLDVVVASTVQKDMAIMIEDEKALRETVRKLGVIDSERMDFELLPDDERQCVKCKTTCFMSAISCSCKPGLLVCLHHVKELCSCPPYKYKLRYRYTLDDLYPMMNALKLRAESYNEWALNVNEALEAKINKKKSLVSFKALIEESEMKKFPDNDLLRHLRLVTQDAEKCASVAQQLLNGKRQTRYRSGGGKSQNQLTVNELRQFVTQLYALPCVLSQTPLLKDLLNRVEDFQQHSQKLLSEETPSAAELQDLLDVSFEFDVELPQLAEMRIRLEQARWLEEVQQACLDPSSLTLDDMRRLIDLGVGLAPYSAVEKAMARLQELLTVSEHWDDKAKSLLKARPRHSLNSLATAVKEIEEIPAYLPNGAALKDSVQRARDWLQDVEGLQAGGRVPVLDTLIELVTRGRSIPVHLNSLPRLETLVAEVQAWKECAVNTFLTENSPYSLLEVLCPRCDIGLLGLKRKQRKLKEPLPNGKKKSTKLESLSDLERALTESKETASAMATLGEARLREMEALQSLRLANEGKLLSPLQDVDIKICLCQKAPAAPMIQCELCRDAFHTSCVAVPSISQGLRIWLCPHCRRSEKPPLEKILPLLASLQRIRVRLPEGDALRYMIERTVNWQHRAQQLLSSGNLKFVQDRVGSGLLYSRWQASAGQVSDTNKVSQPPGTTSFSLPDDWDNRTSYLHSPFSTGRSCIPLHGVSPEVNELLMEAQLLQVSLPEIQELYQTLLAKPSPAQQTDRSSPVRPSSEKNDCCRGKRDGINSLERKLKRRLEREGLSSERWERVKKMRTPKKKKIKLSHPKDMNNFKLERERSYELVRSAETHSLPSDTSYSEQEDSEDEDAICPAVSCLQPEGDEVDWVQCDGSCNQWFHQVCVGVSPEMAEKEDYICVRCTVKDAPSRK
#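 Here, H3K4me3 peptide (12.5 µM in substrate mix) is demethylated by KDM5BΔAP, 200 nM final, after 10 min compound exposure. Formaldehyde product is coupled through FDH (0.25 U/mL in mix) to NADH fluorescence; 30-min ΔRFU feeds dose-response curves.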
# * = called active by the depositor; i = inactive; ? = inconclusive; & = joins results of further samples; [ ] = remark or other dose. Potency means the concentration at half of the fitted maximal effect.
SMILES,KDM5B inh
CCc1ccc2c(CN(C)CCOc3ccccc3F)cc(=O)oc2c1,-22%
CCCC(=O)Nc1ccc(-c2csc(NC)n2)cc1,-1%
COC(=O)c1ccc2c(=O)n(CCCCCC(=O)NCCc3ccccc3)c(=O)[nH]c2c1,?
CCc1nc2c(c(-c3ccc(OC)cc3)n1)CCN(C(=O)c1ccc(C(F)(F)F)cc1)CC2,-12%[115 µM]
O=C1c2cc(N3CCOCC3)nc(-c3cccnc3)c2CN1c1ccccc1,40µM*
CCOc1ccc(CN2CCNC(=O)C2CC(=O)N(C)CC2CCOCC2)cc1 (stereo unspecified),?
COc1cccc(-c2nc(CS(=O)(=O)CC(=O)NCCc3ccc(OC)c(OC)c3)c(C)o2)c1,12%&12%
CN(C(=O)Nc1cccc(OC(F)F)c1)C1CCCCC1,18%
CN(Cc1ccccc1)S(=O)(=O)c1ccc2c(c1)OCCCO2,10%
C=CCC1(CO)CCCN(C(=O)CCCn2nc(C)cc2C)C1 (stereo unspecified),-11%
Cc1ccccc1CC(=O)Nc1cccc(-c2nnc3n2CCCC3)c1,17%
Cc1cc(C)c(NC(=O)COc2ccc(C(=O)Nn3c(C)ccc3C)cc2)c(C)c1,-28%
Cc1ccccc1Cn1c(NCCc2ccccc2)nc2c1c(=O)n(C)c(=O)n2C,11%
COc1ccc(N2C(=O)CN(Cc3ccccc3OC)[C@H]3CS(=O)(=O)C[C@H]32)cc1,10%
Cc1ccc2c(C)c(CCC(=O)Nc3ccc(F)cc3C)c(=O)oc2c1,8%
COc1cccc(/C=N/NC(=O)CNC(=O)c2cccnc2)c1O,?
CSc1ccccc1NC(=O)Cc1coc2cc(C)c(C)cc12,-2%
O=c1c(Cl)c(N2CCCC(C(F)(F)F)C2)cnn1-c1ccccc1 (stereo unspecified),11%
Cc1ccc(C)c(CN2CCCN(CC(=O)N3CCCC3)S2(=O)=O)c1,-7%
Cc1noc(C)c1-c1cc2c(c(-c3cccc(OC(C)C)c3)c1)C(=O)N(C)C2,?
CCCCCCC(C)NC(=O)CCNC(=O)c1ccccc1 (stereo unspecified),19%
COc1cccc(C(=O)NCCNC(=O)c2ccco2)c1,7%
Cc1cn2nnc(C(=O)NCc3ccc(C(C)C)cc3)c2c(=O)[nH]1,0%
COc1ccc(NC(=O)N(C)CC2CCOCC2)cc1Cl,1%
CCc1ccc(NC(=O)c2cc(C(C)=O)n3ccccc23)cc1,17%
CCOc1c(Br)cc(/C=C/C(=O)c2ccc(F)cc2)cc1OC,-8%
Cc1cc(C)cc(OCCN(C)C(=O)Cc2c[nH]c3ccccc23)c1,-12%
Cc1nn(CC(=O)Nc2cccc(O)c2)c(=O)c2ccccc12,0%
COc1ccc(-c2noc([C@@H]3CCCN3C(=O)c3ccc(OC)cc3C)n2)cc1,12%
CCOC(=O)C(=O)Cc1nc2ccccc2s1,-8%
Cc1ccc(Cn2ccnc2SCC(=O)Nc2nc3ccccc3s2)cc1,?
O=C(Nc1ccc(Cl)cc1)C1CC2CCC1C2 (stereo unspecified),19%
CN1C(=O)c2cccn2CC1C(=O)Nc1ccc(N2CCOCC2)cc1 (stereo unspecified),-9%
Cc1ccccc1C(=O)Nc1ccc2nc3n(c(=O)c2c1)CCCC3,-4%
CCC(=O)Nc1ccc(C2(C(=O)O)CCCCC2)cc1,-17%
Cc1ccc(Cl)cc1Nc1nn2c(=O)c3ccc(C(=O)NCc4ccc(F)cc4)cc3nc2s1,0%
O=C1COc2ccc(Nc3ccccc3F)nc2CN1Cc1ccc(F)cc1,?
CCOC(=O)C1=C(CN2CCN(c3cccc(Cl)c3)CC2)NC(=O)NC1c1ccc(Cl)cc1 (stereo unspecified),-28%
COc1ccccc1OCCn1c(NC(=O)c2ccccc2Cl)nc2ccccc21,?
O=C(CN1CCN(c2ccc(O)cc2)CC1)N1CCc2ccccc21,-24%
CCC(C)NC(=O)Cn1c(=O)cc(-c2ccccc2)c2c(C)nn(C)c21 (stereo unspecified),?
CC(=O)N1CCOC[C@H](Oc2ccc(S(C)(=O)=O)cc2)C1,-4%[86.2 µM]
Cc1ccc(F)c(C(=O)N2CC(C)(C)C(C)(O)C2)c1Cl (stereo unspecified),11%
O=C(CN1CCCc2nc(-c3ccccc3)ncc2C1=O)NCCCN1CCCC1=O,-17%
COc1ccc(-c2c(-c3ccc(OCCN4CCC(C)CC4)cc3O)n[nH]c2C)cc1,-24%
CCc1[nH]ncc1C(=O)NC1CC(c2nnc(Cn3ccnc3)n2C)C1 (stereo unspecified),-1%
O=C(Nc1nnc(S(=O)(=O)N2CCCCC2)s1)c1ccccc1Br,7%
Cc1ccc(NC(=O)N(C)C(c2ccc(Cl)cc2)c2nccn2C)cc1 (stereo unspecified),-1%
COc1ccc(CNC(=O)CCCn2c(=O)c3cccn3c3cccnc32)cc1,?
CCOc1cc(=O)n2c(c1C(=O)Nc1cccc(Cl)c1)CCCC2,25%
COc1ccc(Oc2coc3cc(OCC(=O)OCCC(C)C)ccc3c2=O)cc1,22%
O=C(Nc1nnc(C2CC2)s1)C1CC(=O)N(c2n[nH]c3cc(Br)ccc23)C1 (stereo unspecified),?
CC(C)Cc1ccc(S(=O)(=O)N2C[C@@H](F)C[C@H]2C(=O)N2CCc3ccccc3C2)cc1,-16%
COc1ccc(CC(=O)N2CCOC[C@H](Oc3ccccc3)C2)cc1,7%[86.2 µM]
Fc1ccc(CCNC(=S)Nc2ccc(Nc3ccccc3)cc2)cc1,-6%
CC1CCN(c2ncnc3c2cnn3-c2ccc(F)cc2)CC1,?
Cc1cc(C)cc(NC(=O)CCCN2C(=O)COc3ccc(C)cc32)c1,?
Cc1nc(-c2ccccc2)nc2sc3c(=O)[nH]cnc3c12,20%
Cc1ccc(NC(=O)CN2C(=O)NC3(CCC(C)CC3)C2=O)cc1C (stereo unspecified),11%
CCC(=O)Nc1ccc(OCC(=O)NCc2ccccc2OC(C)CC)cc1 (stereo unspecified),-1%

# (continued)
SMILES,KDM5B inh
CC(C)CC(=O)Nc1nnc(S(=O)(=O)N(C)Cc2ccc(Cl)cc2)s1,4%
C=CCn1cc2c3c(cccc31)[C@H](CC(C)C)N[C@H](C(=O)NC1CCC1)C2,?
Cc1ccc(-c2nc(C(=O)NCc3ccc(F)cc3)no2)cc1,5%
CC(C)NCC(O)COCCOc1ccc(Cl)cc1 (stereo unspecified),-8%
Cc1cc(CNC(=O)c2cc(-c3ccco3)nc3c(Cl)cccc23)no1,28µM*
CCOc1ccccc1NC(=O)Cn1c(=O)ccc2cc(S(=O)(=O)N3CCC(C)CC3)ccc21,8%
Cc1cccc(NC(=O)C(Cc2ccccc2)N2Cc3ccccc3C2=O)c1C (stereo unspecified),-15%
NC(=S)N/N=C/c1ccccc1O,?
O=C(NCc1ccco1)c1cc2ccccc2oc1=O,-19%
O=C(Cc1cccc(Cl)c1)N1CCCC(c2nn(-c3ccccc3)c(=O)[nH]2)C1 (stereo unspecified),-23%
O=C(NCc1ccc2c(c1)OCO2)c1ccc2c(c1)N(Cc1cccc(Cl)c1)C(=O)c1ccccc1S2,-7%
COc1ccc(Nc2ccc([N+](=O)[O-])c3cnccc23)cc1,-19%
C=CCn1c(-c2ccc3ncccc3c2)n[nH]c1=S,9%
Cc1[nH]c2ccccc2c1C(C[N+](=O)[O-])c1ccc(C(F)(F)F)cc1 (stereo unspecified),-23%
O=C(Nc1ccccc1)Nc1cccc(C(=O)NCC2CCCO2)c1 (stereo unspecified),12%
CC1Oc2ccc(NC(=O)Cc3ccccc3)cc2CN(Cc2ccc(F)cc2)C1=O (stereo unspecified),-3%
Cc1cc(C)c(NC(=O)CSc2ncc(CO)n2CC(=O)NC2CC2)c(C)c1,8%
COc1cc(NC(=O)CNC(c2ccccc2)c2ccccc2)cc(OC)c1OC,-2%
Cc1ccc(CN2CCC(CN)CC2)cc1,8%
Cc1ccc(-n2nc3n(c2=O)CCN(C(=O)Cc2cccc(Cl)c2)C3)cc1,-8%
Cc1ccc(CNC(=O)c2ccc(Cl)c(-n3c(C)nc4cccnc43)c2)cc1,-5%
CCc1ccc(NC(=O)c2ccc3c(O)c(S(=O)(=O)c4ccc(Cl)cc4)c(=O)[nH]c3c2)cc1,13%
O=C(Cc1ccccc1)N1CCCCC1c1nc(CCOCC2CCOCC2)no1 (stereo unspecified),-23%
O=C(NCc1ccccc1)C12CC3CCC(CC(C3)C1)C2,-2%
CCn1ccc(C(=O)N2CCC(c3nnc(Cn4cncn4)n3C)CC2)n1,42%
CCc1nc2nccc(-c3ccc(Br)s3)n2n1,i
Cc1ccc(-c2nc3ccccc3c(=O)n2CCN2CCOCC2)cc1,15%
CC(=O)N1CCCN(S(=O)(=O)c2ccccc2)CCC(=O)NCC1,7%
COc1ccc(/C=C/C(=O)O)cc1S(=O)(=O)Nc1ccc2c(c1)OCO2,6%
CCc1noc([C@@H]2CC(F)(F)CN2C(=O)c2nccn2C)n1,15%
COc1ccccc1CN(Cc1c(Cl)cccc1Cl)S(=O)(=O)c1ccc(Br)cc1,9%
COCCNC(=O)[C@H]1O[C@H](CCN(CCOC)CCOC)CC[C@@H]1O,-9%[86.2 µM]
Cc1ccc(C)c(CSc2nc(-c3ccccc3F)nc3c2Cc2c(CO)cnc(C)c2O3)c1,4%
COc1cc(CC(=O)Nc2ccc(C)c(S(=O)(=O)N3CCCCCC3)c2)cc(OC)c1OC,0%
COc1ccc(-c2cc(C(=O)NCc3ccc(F)cc3)c3ccccc3n2)c(OC)c1,?
CN1CCN(c2ccccc2/C=N/NC(=O)c2cccnc2)CC1,-3%
O=C1NCc2ccccc2CC12CCN(Cc1ccnc3ccccc13)C2 (stereo unspecified),23%[115 µM]
Cc1ccc(NC(=O)c2nc3ccccc3nc2N2CCOCC2)cc1Cl,-19%
CCOC(=O)c1[nH]c(C)c(C(=O)OCc2ccccc2)c1C,8%
Cc1ccc(NC(=O)c2cn(CCC#N)nc2-c2cccs2)cc1,-16%
Cc1ccc(C(=O)O)cc1NC(=O)c1ccco1,29%
O=C(OCc1ccccc1Cl)c1ccc(-c2nnn(Cc3ccccc3Cl)n2)cc1,-25%
O=C(c1cccc2[nH]ccc12)N1CCC2(CCCCO2)CC1,-7%
O=C(NCc1ccccc1)N[C@H]1CO[C@H]2[C@@H]1OC[C@@H]2n1nnnc1Oc1cccc(N2CCOCC2)c1,0%
Cc1ccc(S(=O)(=O)c2cn(C)c3cc(N4CCCCC4)c(F)cc3c2=O)cc1,-27%
NCc1ccc(CN2CCc3ccccc32)cc1,7%
Cc1ccccc1Cc1cnc(N)s1,6%
Cc1ccc(C(=O)N2CCCCCNC(=O)[C@@H]3CCCC[C@@H]32)s1,-7%
COc1ccc(-n2c(=O)c3c(n2Cc2ccccc2)CN(C(=O)c2ccnn2C)CC3)cc1,-9%
CN(C)[C@@H]1CN(C(=O)C2CCC2)CC[C@]1(O)c1ccccc1,?
Cc1ccc2nc([C@H]3CCN(Cc4ccccn4)C3)[nH]c2c1,?
COc1ccc(C2(c3ccc(Cl)cc3)CCCCC2)cc1,13%
Cc1ccc(S(=O)(=O)CC(=O)Nc2sc3c(c2C#N)CCCC3)cc1,?
O=C(Nc1ccccc1F)N1CC2CCC(C1)N2Cc1cccs1,10%[149 µM]
CCOCCCNC(=O)[C@H]1CN(Cc2ccccc2)C[C@H]1C(=O)O,-8%
COc1cc2nc(CSCC(=O)NC3CC(C)(C)NC(C)(C)C3)[nH]c(=O)c2cc1OC,-6%
COCCn1c(C)cc(C(=O)Cn2cnc3scc(-c4ccc(C)s4)c3c2=O)c1C,-20%
CN(Cc1ccccc1F)C(=O)CSc1nnc(COc2ccccc2Cl)n1C,-5%
CCOCCCNc1nc(-c2ccc3[nH]c(=O)oc3c2)cs1,18%
O=S(=O)(c1ccc(F)c(F)c1)N1CCN(Cc2cccc3cccnc23)CC1,-13%

# Following part:
SMILES,KDM5B inh
Cc1c(-c2nsc(NC(=O)c3ccccc3)n2)nnn1-c1ccc(C(F)(F)F)c(Cl)c1,-13%
O=C(NCc1ccc2c(c1)OCO2)Nc1cccc2ccccc12,?
CC(C)C(=O)Nc1ccc(C2(C(=O)N3CCN(c4ccccc4)CC3)CCCCC2)cc1,-29%
CCCOc1cccc(C2c3c(oc4ccc(F)cc4c3=O)C(=O)N2CCc2ccc(OC)cc2)c1 (stereo unspecified),12%
CN(C)C(=O)c1n[nH]c2c1CN(C(=O)c1cccc(Cl)c1)CC2,-8%

# By substructure: those above with bromine
SMILES,KDM5B inh
CCOc1c(Br)cc(/C=C/C(=O)c2ccc(F)cc2)cc1OC,-8%
O=C(Nc1nnc(S(=O)(=O)N2CCCCC2)s1)c1ccccc1Br,7%
O=C(Nc1nnc(C2CC2)s1)C1CC(=O)N(c2n[nH]c3cc(Br)ccc23)C1 (stereo unspecified),?
CCc1nc2nccc(-c3ccc(Br)s3)n2n1,i
COc1ccccc1CN(Cc1c(Cl)cccc1Cl)S(=O)(=O)c1ccc(Br)cc1,9%

# Part of the list above, tab-delimited.
smiles	KDM5B inh
COc1ccc(-c2noc([C@@H]3CCCN3C(=O)c3ccc(OC)cc3C)n2)cc1	12%
CCOC(=O)C(=O)Cc1nc2ccccc2s1	-8%
Cc1ccc(Cn2ccnc2SCC(=O)Nc2nc3ccccc3s2)cc1	?
O=C(Nc1ccc(Cl)cc1)C1CC2CCC1C2 (stereo unspecified)	19%
CN1C(=O)c2cccn2CC1C(=O)Nc1ccc(N2CCOCC2)cc1 (stereo unspecified)	-9%
Cc1ccccc1C(=O)Nc1ccc2nc3n(c(=O)c2c1)CCCC3	-4%

# An excerpt (hit frequency here may not be typical).
